# Screens (PubChem BioAssay)
# OXTR potentiate = potentiators of human oxytocin receptor. AID 2445. 320,000 tested, 0.061% active. activation, % at 3 µM. CHO-OTR cells, Fluo-8 calcium fluorescence, potentiator mode; 0% = oxytocin EC15, 100% = EC100;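 active = activation above that plate's cutoff, the mean activation of tested compounds plus 3 SD, cut at about 6.6% in these data, passing the limit was not always enough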;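 note: 100% uses oxytocin at 75 nM as the full agonist control; some results filed as inactive read as strong as hits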
# Target sequence (P30559 whole entry, looked up): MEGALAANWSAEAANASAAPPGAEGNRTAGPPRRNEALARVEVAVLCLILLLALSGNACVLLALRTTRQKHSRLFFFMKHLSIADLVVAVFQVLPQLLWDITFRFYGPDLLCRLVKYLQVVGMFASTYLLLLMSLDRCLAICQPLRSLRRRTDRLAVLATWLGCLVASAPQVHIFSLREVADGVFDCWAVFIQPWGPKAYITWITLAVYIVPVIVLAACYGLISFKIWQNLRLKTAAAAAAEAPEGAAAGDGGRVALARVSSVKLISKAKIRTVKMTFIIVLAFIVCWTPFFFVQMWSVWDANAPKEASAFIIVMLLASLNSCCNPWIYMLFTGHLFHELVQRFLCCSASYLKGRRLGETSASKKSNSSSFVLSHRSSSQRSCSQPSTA
#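 assay system = CHO-OTR cells, human receptor | schedule = compound 6 min at room temperature before oxytocin, 100 s read | detection = Fluo-8 intracellular calcium fluorescence, ex 470-495, em 515-575 nm | evaluation = normalized max/min fluorescence ratio, % activation | control set = EC15 oxytocin alone as 0%, 75 nM oxytocin (EC100) as 100%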
# CHRM1 agonist = agonists of human M1 muscarinic receptor. P11229. CHO-K1 hM1, Fluo-8 calcium fluorescence, agonist mode; 0% DMSO, 100% acetylcholine EC100. activation, % at 3 µM. 360,000 tested, 0.33% active;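 active = activation above the run's mean compound activation plus 3 SD, cut at about 16% in these data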;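 note: peak over basal fluorescence ratio within a 140 s kinetic read after compound addition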
# Target sequence (P11229 whole entry, looked up): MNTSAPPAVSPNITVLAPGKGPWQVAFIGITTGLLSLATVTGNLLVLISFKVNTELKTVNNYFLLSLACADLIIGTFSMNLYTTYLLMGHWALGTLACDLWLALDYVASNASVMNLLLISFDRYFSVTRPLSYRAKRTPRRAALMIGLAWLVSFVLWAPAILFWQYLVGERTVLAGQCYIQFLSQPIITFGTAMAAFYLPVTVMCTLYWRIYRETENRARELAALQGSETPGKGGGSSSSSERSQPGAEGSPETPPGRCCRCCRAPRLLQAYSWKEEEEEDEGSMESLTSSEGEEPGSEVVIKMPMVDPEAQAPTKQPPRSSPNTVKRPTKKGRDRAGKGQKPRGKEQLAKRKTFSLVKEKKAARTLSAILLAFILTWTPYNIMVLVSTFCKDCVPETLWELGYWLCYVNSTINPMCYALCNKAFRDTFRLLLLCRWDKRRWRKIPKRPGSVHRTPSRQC
# M4 ag = agonists of human muscarinic M4 receptor (CHRM4); activation, % at 3 µM; P08173; CHO-K1 hM4/Gqi5, Fluo-8 calcium fluorescence; vehicle 0%, full acetylcholine response 100%; 360,000 tested, 0.14% active;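 active = activation above the run mean over all test wells plus 3 SD, cut at about 32% in these data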;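 note: peak over basal fluorescence ratio per well then scaled between controls; 0% = DMSO wells and 100% = acetylcholine at EC100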
# CHO-K1 Ca antag = counter-screen for M1 antagonists: effect in parental CHO-K1 cells | ATP-induced calcium, Fluo-8 fluorescence | inhibition, % at 3 µM | 360,000 tested, 0.6% active | AID 602250;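 active = inhibition above a per-plate cutoff, the plate's mean sample inhibition plus 3 SD, cut at about 24% in these data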;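 note: 0% = DMSO plus EC80 ATP and 100% = DMSO alone without ATP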
# CHO-K1 Ca ag = counter-screen for M1 agonists: effect in parental CHO-K1 cells; Fluo-8 calcium fluorescence; scaled to maximal ATP response, vehicle zero; activation, % at 3 µM; 360,000 tested, 0.48% active; AID 602248; in the data active = activation above about 15%;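 note: untransfected CHO-K1 host cells lacking M1 receptor as counterscreen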
# M1 antag = human CHRM1 antagonism. P11229. CHO-K1 hM1, Fluo-8 calcium fluorescence, ACh EC80 antagonist. inhibition, % at 3 µM. 360,000 tested, 1.3% active. AID 588852;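 active = percent inhibition above its own plate's cutoff, namely the mean of that plate's compound wells plus 3 SD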;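 note: peak over basal fluorescence ratio during 140 s after agonist addition; 0% = ACh EC80 plus DMSO and 100% = DMSO alone without agonist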
# M1 PAM = potentiates human M1 receptor response to acetylcholine; CHO-K1 hM1, Fluo-8 calcium fluorescence, ACh EC20; 0% = ACh EC20, 100% = maximal ACh; activation, % at 3 µM; 360,000 tested, 0.088% active; AID 588819; in the data active = activation above about 19%, passing the limit was not always enough
# CHRM4 antagonist = antagonists of human muscarinic M4 receptor (CHRM4). P08173. CHO-hM4 cells, ACh EC80, Fluo-8 calcium fluorescence. inhibition, % at 3 µM. 360,000 tested, 0.73% active. AID 624125;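 active = inhibition above its plate's cutoff, the mean inhibition of sample wells plus 3 SD, cut at about 27% in these data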;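 note: 0% = acetylcholine EC80 with DMSO and 100% = DMSO without agonist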
# CHO parental Ca = signal in parental CHO cells, OX1R antagonist counter-screen. 330,000 tested, 0.63% active. parental CHO-K1, ATP-induced calcium, Fluo-8 fluorescence. inhibition, % at 5.6 µM. AID 463079;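 active = inhibition above that plate's mean sample inhibition plus 3 SD, cut at about 26% in these data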;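 note: 0% = ATP-challenged DMSO wells and 100% = DMSO wells without ATP; some compounds past the cut are filed as inactive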
#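 material = parental CHO cells | also added = ATP as calcium-mobilizing challenge | dosing = single point at 5.6 µM | detection = intracellular calcium via Fluo-8 no-wash fluorescent dye | read-out = % inhibition | benchmarks = low control ATP plus DMSO, high control DMSO only | repeats = one well per compound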
# An asterisk follows results filed as active; . = not tested or not shown.
SMILES,OXTR potentiate,CHRM1 agonist,M4 ag,CHO-K1 Ca antag,CHO-K1 Ca ag,M1 antag,M1 PAM,CHRM4 antagonist,CHO parental Ca
CC(=O)N1N=C(N)SC12CCCC2,-25,-5,1,-3,0.0,-3,11,5,-7
O=S(=O)(NCCOCC(F)(F)F)c1ccc2oc3ccccc3c2c1,-24,0,7,0,3.0,2,-13,-7,59*
Cc1csc(SCC(=O)Nc2cc([N+](=O)[O-])ccc2F)n1,1,-4,1,-8,0.9,-1,3,-1,-5
O=C1CN(C(=O)/C=C/c2ccc(Cl)cc2Cl)CCN1,1,-3,0,-16,0.4,-12,8,-2,-6
O=C(/C=C/c1ccc(O)c(O)c1)NC(=O)c1ccccc1O,-4,0,-1,5,0.9,-8,5,-12,-5
O=C(c1cccc(-c2cccc3nccn23)c1)N1CCOCC1,.,-4,0,-22,1.1,7,-6,-5,.
CCn1c(=O)c2ccccc2n(CC(=O)NC2CCCCC2)c1=O,-3,1,-1,4,-1.4,-9,13,4,-8
COc1ccc(Cc2c(-c3ccco3)nc3ccc(Br)cn23)c(C)c1,.,-3,1,-16,1.2,-27,8,6,.
COc1ccc(NC(=S)N(CCc2c(C)[nH]c3ccc(C)cc23)Cc2cccs2)cc1,-8,-4,1,6,-0.5,22,-10,-2,4
CC1(C)CC(=O)C=C(c2ccc(COC(=O)Cc3ccccc3)cc2)C1=O,.,-2,10,-22,2.9,-6,1,-10,.
O=C(CC1Sc2ccccc2NC1=O)OCC(=O)N1CCc2ccccc21 (stereo not given),-14,-3,6,21,0.3,5,-3,-6,-28
Cc1ccc2c(c1)C(O)(CC(=O)c1cccnc1)C(=O)N2 (stereo not given),-1,0,0,1,0.1,-21,5,-4,5
O=C(COC(=O)/C=C/c1ccccc1[N+](=O)[O-])NNC(=O)c1ccc(F)cc1,.,-2,1,0,10,-12,1,-7,.
CC1CCCC(NC(=O)c2cc(S(=O)(=O)N3CCCCC3)c[nH]2)C1C (stereo not given),.,1,4,13,0.6,-19,12,-12,.
Cc1cccc(N2C(=S)N=C(Nc3c(C)cccc3C)C23CCOC(C)(C)C3)c1 (stereo not given),-6,-2,0,0,0.3,3,6,-2,5

# Molecules listed so far that contain a halogen (five):
SMILES,OXTR potentiate,CHRM1 agonist,M4 ag,CHO-K1 Ca antag,CHO-K1 Ca ag,M1 antag,M1 PAM,CHRM4 antagonist,CHO parental Ca
O=S(=O)(NCCOCC(F)(F)F)c1ccc2oc3ccccc3c2c1,-24,0,7,0,3.0,2,-13,-7,59*
Cc1csc(SCC(=O)Nc2cc([N+](=O)[O-])ccc2F)n1,1,-4,1,-8,0.9,-1,3,-1,-5
O=C1CN(C(=O)/C=C/c2ccc(Cl)cc2Cl)CCN1,1,-3,0,-16,0.4,-12,8,-2,-6
COc1ccc(Cc2c(-c3ccco3)nc3ccc(Br)cn23)c(C)c1,.,-3,1,-16,1.2,-27,8,6,.
O=C(COC(=O)/C=C/c1ccccc1[N+](=O)[O-])NNC(=O)c1ccc(F)cc1,.,-2,1,0,10,-12,1,-7,.

# The listing continues:
SMILES,OXTR potentiate,CHRM1 agonist,M4 ag,CHO-K1 Ca antag,CHO-K1 Ca ag,M1 antag,M1 PAM,CHRM4 antagonist,CHO parental Ca
Cc1cc(O)c(C=O)c2c1C(=O)Oc1c(CO)c(O)c3c(c1O2)C(O)OC3=O (stereo not given),-6,-1,0,4,-0.9,-3,20,-17,-4
COc1ccc(NC(=O)CSc2nnc(-c3cccs3)n2Cc2ccco2)cc1OC,-8,-2,5,-10,2.5,-6,2,-4,-10
CC(=O)c1nn(-c2ccc(Br)cc2)cc1C(=O)c1ccccc1,4,-3,1,-7,0.4,-4,4,-1,-6
COc1ccc(-c2oc3ccccc3c2C(=O)OCc2ccccc2OC)cc1,5,-2,2,-3,-0.1,-3,2,-17,-25
O=c1c2ccccc2ncn1-c1ccc([N+](=O)[O-])cc1[N+](=O)[O-],-16,6,18,2,19*,2,-8,2,18
CCOC(=O)CSc1ccc(S(=O)(=O)N(C)C2CCCCC2)cc1[N+](=O)[O-],-8,-6,1,-2,-0.1,8,-9,4,-16
CCc1ccc(OCCOCC(O)CNC2CCCC2)cc1 (stereo not given),3,-7,4,-18,1.9,-14,10,12,-13
Nc1nncn1C(=O)CCCN1C(=O)c2ccccc2C1=O,-3,0,0,-15,0.3,-15,11,-2,3
c1ccc(-c2nc(NCC3CCCO3)c3oc4ccccc4c3n2)cc1 (stereo not given),-2,-6,2,-15,-0.1,1,-5,-3,-30
Cc1ccccc1CS(=O)(=O)c1nnc([C@H](Cc2ccccc2)NC(=O)OC(C)(C)C)o1,-8,-7,5,5,1.7,2,3,79*,51*
Cc1cc(=O)oc2cc(OCC3CC(c4ccc(Cl)cc4)=NO3)ccc12 (stereo not given),-7,-5,1,0,-0.1,3,-6,-26,-7
Fc1ccc(N=Cc2ccc[nH]2)cc1,-5,-1,2,4,0.3,-17,14,1,2
CCn1cc(C(=O)OCC(=O)N2C(C)CCCC2C)c(=O)c2ccc(C)nc21 (stereo not given),6,-6,3,-10,1.5,-10,9,2,-5
CC(C)C(=O)NC(NC(=S)Nc1ccc(S(N)(=O)=O)cc1)C(Cl)(Cl)Cl (stereo not given),1,-5,0,0,10,15,-6,6,-3
CCc1ccc(N(C(=O)c2csnn2)C(C(=O)NC(C)(C)CC)c2ccccn2)cc1 (stereo not given),-9,-2,0,-13,-1.0,-19,12,-3,-8
COc1ccccc1C(=O)N1CC2(C)CC1CC(C)(C)C2 (stereo not given),-11,-2,0,4,-0.1,-22,4,-2,-25
CC(C)(Cc1ccccc1)NC(=O)C(=O)c1cn(CC(=O)N2CCOCC2)c2ccccc12,-12,0,4,-12,1.9,-24,14,-12,-9
Cc1ccccc1Nc1nnc(SCc2cc([N+](=O)[O-])cc3c2OCOC3)s1,-5,-8,3,3,2.7,41*,-22,14,-15
COc1ccc([N+](=O)[O-])cc1NS(=O)(=O)Cc1ccccc1,0,-1,1,-1,0.7,2,-7,-1,-3
CCSc1nc(N2CCOCC2)c2c(c1C#N)CC(C)(C)N(C)C2,-4,-5,1,-6,-0.2,3,-6,0,-30
CC(C)C1C(=O)N(Cc2cn(CCC3OCCCO3)nn2)CCS(=O)(=O)N1Cc1ccc(-c2ccc(F)nc2)cc1 (stereo not given),.,0,1,18,-0.1,-5,9,-10,.
Cc1cccc(C(=O)NC2CCN(C(=O)Nc3ccc(F)cc3)CC2)c1,-1,-1,1,-9,2.0,-2,5,-15,-10
Cn1c(Cn2c(=O)sc3ccccc32)nnc1SCc1ccccn1,-3,-4,0,-7,0.0,-10,2,10,1
C=CCNC(=O)C1CCCN(S(C)(=O)=O)C1 (stereo not given),1,7,1,-11,0.4,-12,21,-7,-14
Cc1noc(NS(=O)(=O)c2ccc(NC(=O)CCCOc3ccc(Cl)cc3Cl)cc2)c1C,3,-7,-1,-1,0.0,-13,7,11,-12
Cc1ccc(S(=O)(=O)N2CCC(=O)N(C(COCc3ccccc3)Cc3ccccc3)CC2)cc1 (stereo not given),0,-4,1,-1,-0.2,-20,13,-2,-27
C=CCN(c1ccccc1)S(=O)(=O)c1cccc(C(=O)Nc2ncccc2C)c1,-8,-5,2,-7,0.2,2,4,12,-12
O=C(Nc1cccc(-c2nc3ccccc3o2)c1)c1ccc(N2C(=O)C3C4C=CC(C4)C3C2=O)cc1 (stereo not given),-21,1,17,-7,2.8,37*,-11,-5,-20
CCOC(=O)CNC(c1ccccc1)c1cc(Br)ccc1NC(=O)OCC (stereo not given),-8,-7,-2,-7,-0.3,-19,-7,18,-15
CC(C)CCn1c(SCc2ccc(Cl)cc2)nc2c1c(=O)[nH]c(=O)n2C,-4,-2,2,-19,0.5,-1,2,9,-21
Cc1nc(C)n(CCNS(=O)(=O)c2ccc(C)c(C)c2)n1,3,-6,0,0,1.1,-10,4,12,2
Cc1cccc(NC(=O)c2cnc3sccn3c2=O)n1,1,2,1,-3,-0.1,-1,3,-19,7
Cc1ccc(CN2CCN(/N=C/c3cc(Br)ccc3O)CC2)cc1,-5,-4,0,-5,-0.1,-9,8,-1,-2
CCOC(=O)N1CCC(c2cc(=O)n3[nH]ccc3n2)CC1,-1,-12,-1,3,0.3,-6,1,7,0
Nc1nc(NCCCN2CCOCC2)nc(Nc2ccc(Cl)cc2)c1[N+](=O)[O-],-1,-8,4,-8,0.8,1,-5,-1,-18
Cc1noc(C)c1CC(=O)NC1CC(C)(C)Cc2c1cnn2-c1ccccc1 (stereo not given),-2,-2,2,-1,0.4,-6,-1,14,-19
CCc1cc(C(=O)O)c(NC(=O)/C=C/c2ccc(OC)c(OC)c2)s1,-15,-5,0,11,2.6,-3,9,3,-5
Cn1c(=O)cc(OCCCC(=O)NCc2ccco2)c2ccccc21,-3,-4,0,9,0.1,1,-1,1,-6
CCOc1ccc2nc(NS(=O)(=O)c3ccc(NC(C)=O)cc3)sc2c1,-18,1,0,2,0.6,1,3,-5,-2
Cc1cc(C(=O)COC(=O)c2n[nH]c3ccccc23)c(C)n1C,-18,-2,3,-10,2.1,-13,9,1,-20
Cc1noc(C)c1C(=O)Nc1ccc(Cl)cc1C(F)(F)F,-8,-5,-1,-15,0.4,2,-3,8,-14
CCOc1ccccc1C(=O)Nc1cc(C)ccc1NC(=O)c1ccco1,-10,2,10,-12,3.5,-10,8,-5,-16
CC1CCc2nn(CC(=O)NCCC3=CCCCC3)cc2C1 (stereo not given),-2,-5,0,-9,0.1,7,-4,-3,-9
O=C(Oc1ccccc1Cl)c1ccc2c(=O)n3c(nc2c1)CCC3,-8,-1,1,3,0.0,-2,5,-12,-9
COCCN1CCN(Cc2cn(C)nc2-c2ccc(Oc3ccccc3)cc2)CC1,4,-5,2,-15,1.7,-14,7,-5,-17
Cc1ccc([C@H]2N[C@]3(CCCN(Cc4ccc(Cl)cc4)C3=O)[C@H]3C(=O)N(Cc4ccccc4)C(=O)[C@@H]23)cc1,.,-3,7,-11,1.8,-13,3,-11,.
CC(C)CC(=O)N=C1SC2CS(=O)(=O)CC2N1Cc1ccccc1 (stereo not given),-3,-6,1,-9,-0.5,0,6,-2,-17
Cc1nn(-c2ccccc2)c(OC(=O)c2cccs2)c1S(=O)(=O)c1ccccc1,-8,-3,2,0,0.3,-5,5,-9,-8
COC(=O)c1ccc(N2CCC(c3cc(-c4ccc(OC)cc4)n[nH]3)CC2)c([N+](=O)[O-])c1,-2,-5,4,0,0.5,-5,-2,15,-1
COc1ccc(-c2cc(C3CC3)nc(N)c2C#N)cc1,-8,-2,0,2,-1.3,-8,12,3,0
Cc1ccc(CN(C)C(=O)c2ccccc2Oc2ccccc2)o1,-2,-5,-1,3,0.2,-4,1,13,-10
CCOC(=O)c1c(NC(=O)c2ccc(S(=O)(=O)N3CCOCC3)cc2)sc2c1CCN(C(C)C)C2,-9,-6,2,-6,0.5,-10,7,-2,-13
COc1ccc(CCNC(=O)COC(=O)Cn2cnc3c2c(=O)n(C)c(=O)n3C)cc1,-9,-3,1,-11,0.8,-13,10,4,-4
